Bioassay records deposited in PubChem BioAssay by NCI.
Growth percent in the NCI-60 one-dose screen (48 h, 10 µM unless noted): 100 = growth as untreated, 0 = no growth, -100 = all killed.
CCRF-CEM: CCRF-CEM leukemia; AID 1794778; 7% of 77,000 active
HOP-62: HOP-62 NSCLC; AID 1794735; 3.9% of 80,000 active
RPMI-8226: RPMI-8226 leukemia cells; 7.5% of 77,000 active
EKVX: EKVX NSCLC. 3% of 71,000 active. AID 1794765
A549/ATCC: A549/ATCC NSCLC | 3.7% of 81,000 active
HOP-92: HOP-92 NSCLC cells; 6.3% of 71,000 active; AID 1794738
M14: M14 melanoma; 6.2% of 80,000 active; AID 1794745
MOLT-4: MOLT-4 leukemia cells; 6.9% of 80,000 active
The depositor's hits bear a star; / = no result given; & = joins results of further samples. Rule for the calls: active = growth percent below 10; inactive = the rest. Rows are unselected, and some 12% of all compounds hit somewhere here.

SMILES	CCRF-CEM	HOP-62	RPMI-8226	EKVX	A549/ATCC	HOP-92	M14	MOLT-4
COc1ccc2c(c1)CC/C(=C\c1cccc(OCC(=O)Nc3nccs3)c1)C2=O	101	107	106	132	/	72	107	119
CC12CC(=O)C34OCC(=O)N3c3ccccc3C(O1)C4C2O (configuration not stated)	89	95	85	94	100	84	104	99
CNC(=O)c1cccc(N2CCc3c2ccc(NC(=O)Nc2ccc(N4CCN(C)CC4)c(C(F)(F)F)c2)c3F)c1	-42*	-80*	-41*	-87*	-86*	-83*	-93*	/
Cc1ccc(S(=O)(=O)Nc2ccc(C3=NNC(c4cccc(C)c4)C3)cc2)cc1 (configuration not stated)	103	91	99	99	100	98	96	94
N#Cc1ccccc1-c1ccc(CN2C(=O)S/C(=C\c3ccc(O)cc3)C2=O)cc1	96	106	100	90	98	120	101	94
N#Cc1c(N)[nH]c(S)c1C#N	102	100	107	101	91	/	100	108
Nc1c(C(=O)Nc2ccc(F)cc2)sc2nc(-c3cnccn3)cc(-c3cccs3)c12	108	104	110	92	104	102	111	97
Cc1ccccc1NC(=O)Cn1cc(CN2CCN(c3ccnc4cc(Cl)ccc34)CC2)nn1	-34*	91	80	97	106	69	101	45
COC1C(COC(=O)c2ccccc2)OC2OC(C)(C)OC21 (configuration not stated)	94	99	101	/	99	103	103	91
O=[N+]([O-])c1cc2ncccc2c2ncccc12	75	137	83	/	88	109	84	61
N/C(=N\c1nc2ccc([N+](=O)[O-])cc2s1)NC(=O)Nc1ccccc1Cl	75	51	61	58	9.9*	17	63	84
CCc1c(O)c2cccc3c2n(c1=O)CC3	99	95	100	92	100	85	95	94
COc1ccc(OC)c(NC=O)c1	127	98	127	101	105	101	103	88
CC(C)CCC[C@@H](C)[C@H]1CC[C@H]2[C@@H]3CC=C4c5sc(NCCCN6CCOCC6)nc5CC[C@]4(C)[C@H]3CC[C@]12C	106	89	106	98	115	101	112	106
O=[N+]([O-])c1ccc(-c2nc3ccc(-c4n[nH]c(=S)n4-c4ccccc4)cc3[nH]2)cc1	113	108	109	95	111	122	101	103
CN(/N=N/N(C)c1ccccc1)c1ccccc1	101&95	110&112	100&96	113&126	109&98	111&115	110&110	90&94
O=c1[nH]c(CCl)nc2c1cnn2-c1ccccc1	101	125	83	100	99	101	96	104
CCN(CCNc1ccc(C)c2sc3cc(Cl)ccc3c(=O)c12)CC(C)O (configuration not stated)	37	76	-23*	89	35	30	-51*	35
COc1cc(/C=C/C(=O)c2nc3cc(F)ccc3nc2C)cc(OC)c1OC	-4.9*	106	-4.1*	201	65	49	73	-19*
C#CCC1(c2cccc(Cl)c2)NS(=O)(=O)c2ccccc21 (configuration not stated)	104	87	112	105	80	103	111	106
Cc1ccc(C(=O)Nc2cccc(C(=O)NC(=S)Nc3ccc(S(N)(=O)=O)cc3)c2)cc1	84	75	82	88	75	68	84	59
CCN(CC)CCNc1ccc([N+](=O)[O-])c2sc3cc(Cl)ccc3c(=O)c12	13	58	3.5*	79	53	48	79	29
OC1C2COC(O2)C2OC(c3ccccc3)OC12 (configuration not stated)	122	110	106	/	109	91	92	110
CCOC(=O)C1=C(N)N(c2ccc(C)cc2)C2=C(C(=O)CC(C)(C)C2)C1c1ccc([N+](=O)[O-])cc1 (configuration not stated)	105	105	99	100	108	119	96	103
COc1cc2c(cc1O)CC[C@@H]1C2CC[C@@]2(C)C1CC[C@@H]2O (some centres not stated)	8.9*	33	0.0*	38	14	80	/	32
NNc1c(Cl)cc(Cl)cc1Cl	49	107	107	113	102	173	/	99
O=C(COc1ccccc1)N1N=C(c2ccc(Cl)cc2)CC1c1c[nH]c2ccccc12 (configuration not stated)	11	67	/	/	58	62	83	-8.3*
COC(=O)/C=C1/S/C(=N\N=C\c2ccc(OS(=O)(=O)C(F)(F)C(F)(F)C(F)(F)C(F)(F)C(F)(F)C(F)(F)C(F)(F)C(F)(F)F)cc2)N(c2ccccc2)C1=O	78	73	105	99	100	75	/	98
CSCCC(NC(=O)COc1ccc(Cl)cc1Cl)C(=O)O (configuration not stated)	109	90	102	105	100	107	106	109
CCN(Cc1ccccc1)c1ccc(C=O)cc1	46	108	90	106	98	82	102	97
CC(=O)Oc1ccc2c(C)cc(=S)oc2c1OC(C)=O	53	102	77	97	47	93	92	/
COc1ccc(OC)c(NC(=O)N2CCCC(C)C2)c1 (configuration not stated)	123	91	89	103	91	86	100	111
COC(=O)[C@]1(C)CCC[C@]2(C)[C@H]3C[C@H]4C(C(C)C)=C[C@]3(CC[C@H]21)[C@H]1[C@@H]4[C@@H](OCCc2noc(C)n2)CC[C@@H]1OCCc1noc(C)n1	88	89	72	68	79	89	88	62
Nc1ncn(C(=S)Nc2ccccc2)n1	76	99	93	117	111	98	100	97
Cc1c(C)c(C)c(Br)c(C)c1C	100	99	102	108	111	99	/	87
O=c1cccc(O)[nH]1	103&107	104&98	102&117	107&97	104&98	84&91	106&94	97&97
Cc1ccc(N2C=[N+](C)c3ccc(C)cc3C2)cc1	90	98	83	84	98	73	93	82
CCS(=O)(=O)CCn1c([N+](=O)[O-])cnc1C	/	104	/	109	96	/	101	104
O=C(O)CNS(=O)(=O)Cc1ccccc1	99	95	93	94	77	95	98	/
COC(=O)c1ccc(N=NN(C)COC(C)=O)cc1	100	99	107	99	99	99	94	103
O=C(Nc1cnns1)Oc1ccccc1	105	87	103	/	104	100	109	102
COc1cc(C(=O)n2nc(C)cc2C)c(N2C(=O)/C(=C/c3ccccc3)N=C2c2ccccc2)cc1OC	/	101	70	/	95	/	107	75
O=S(=O)(NCCCNc1nccc(-n2cnc3ccccc32)n1)c1cccc2ccccc12	52	77	56	58	79	56	/	38
CCC(O)C1CCCCC1 (configuration not stated)	/	112	99	101	109	/	104	93
C=CCN1C(=O)/C(=C/C(=O)OC)S/C1=N\Nc1ccc([N+](=O)[O-])cc1[N+](=O)[O-]	91	98	77	105	102	95	100	98
O=C(O)COc1ccc2c(=O)c3sc4c(=O)c5ccccc5c(=O)c4c3c(=O)c2c1	57	-81*	44	79	-45*	104	-96*	45
Cc1nn(-c2ccccc2)c(-n2ccnc2)c1/C=N/Nc1nc(-c2ccc(Cl)cc2)cs1	57	94	/	44	48	40	73	46
CCCNc1nc2ccccc2c2c(=O)c3c(Cl)cccc3sc12	85	95	89	95	90	86	88	79
CCOC(=O)N1CCN(CCCCCOc2ccc(Cl)cc2)CC1	96	93	84	96	76	79	91	88
NC1=NOC(=O)C1C1CCCCC1 (configuration not stated)	119	117	115	122	100	104	111	152

Arranged by heavy-atom count (ascending): some entries from above.
SMILES	CCRF-CEM	HOP-62	RPMI-8226	EKVX	A549/ATCC	HOP-92	M14	MOLT-4
CCC(O)C1CCCCC1 (configuration not stated)	/	112	99	101	109	/	104	93
NC1=NOC(=O)C1C1CCCCC1 (configuration not stated)	119	117	115	122	100	104	111	152
Cc1nn(-c2ccccc2)c(-n2ccnc2)c1/C=N/Nc1nc(-c2ccc(Cl)cc2)cs1	57	94	/	44	48	40	73	46

Next entries follow:
SMILES	CCRF-CEM	HOP-62	RPMI-8226	EKVX	A549/ATCC	HOP-92	M14	MOLT-4
O=C(NCc1ccc2c(c1)OCO2)c1cccc(-c2ccncc2)c1	98	98	84	87	95	105	111	94
CC(=O)n1c(N)nc2ccccc21	106	110	104	100	102	/	96	102
CCC(=O)OCc1ccccc1Cl	95	94	100	104	101	99	109	98
C[C@@H](C[C@H](CCO)c1ccoc1)c1ccc2ccccc2c1	95	96	94	90	88	113	99	86
COc1ccc(/C=C/C(=O)[C@@H]2CC[C@]3(CO)CC[C@]4(C)[C@H](CC[C@@H]5[C@@]6(C)CC[C@H](O)C(C)(C)[C@@H]6CC[C@]54C)[C@@H]23)cc1	86	94	66	85	76	69	86	73
CC(=O)Cc1ccc([N+](=O)[O-])cc1[N+](=O)[O-]	106	98	105	104	112	106	113	103
Cn1c(=O)n(CCCO)c(=O)c2c1nc(Oc1cccc(OC(F)(F)F)c1)n2Cc1ccc(Cl)cc1	65	96	56	79	59	61	96	56
COc1ccc(-c2ccn(CCC(=O)N3CCOCC3)n2)cc1OC1CCCC1	101	93	95	/	88	93	110	99
N#Cc1c(N)nc2c(nnn2-c2cccc(C(F)(F)F)c2)c1N	88	81	82	29	78	78	/	76
Cc1ccc2c(c1)/C(=N/c1nc(-c3ccc(F)cc3)cs1)C(=O)N2	86	79	73	88	90	/	92	51
COC1=CC(c2ccc[nH]2)=N/C1=C\c1[nH]c(C)c(CC(=O)NCc2ccccc2)c1C	22	21	18	21	18	-8.0*	-49*	3.4*
CC1=NS(=O)(=O)NC(C)(C)C1	93	98	93	116	99	99	98	97
COc1cccc(OC2=CC(=O)c3ccc(C)nc3C2=O)c1	32	83	84	96	103	132	110	80
NNCCc1ccccc1	106&91	103&104	110&95	86&101	90&108	102&83	96&101	96&104
CCCCCCCCCCC1OCC(C)O1 (configuration not stated)	110	91	108	97	97	97	98	105
C=CC(CN1CCCCC1)OC(=O)C(c1ccccc1)c1ccccc1 (configuration not stated)	102	92	101	106	100	95	92	101
CN(/N=C/c1ccc(N(C)C)cc1)C(=O)c1ccccc1N	93	92	97	/	98	82	91	103
CCOC(=O)C1CCN(C(=O)c2ccccc2)c2scc(-c3ccccc3)c2C1=O (configuration not stated)	80	101	75	91	95	/	116	79
COc1ccc(-c2n[nH]c(=O)nc2-c2ccc(OC)cc2)cc1	98	93	95	110	96	85	100	80
O=C1c2c(c3c4ccccc4[nH]c3c3ccccc23)C(=O)N1O	46	90	61	91	85	89	93	16
O=[N+]([O-])CC(O)c1ccc2ccccc2n1 (configuration not stated)	/	100	101	/	/	/	102	101
O=C1C(Cl)=C(Nc2cccc(C(F)(F)F)c2)C(=O)N1c1ccc(O)cc1	82	97	71	98	90	84	97	81
COC(=O)[C@]12CCC(C)(C)C[C@H]1[C@H]1C(=O)C[C@@H]3[C@@](C)(CCC#N)[C@H](C(C)=O)CC[C@@]3(C)[C@]1(C)CC2	97	80	99	97	90	74	91	94
COC(=O)C(CSC(c1ccccc1)(c1ccccc1)c1ccccc1)NC(=O)C(CC(N)=O)NC(=O)OCc1ccccc1 (configuration not stated)	40	41	2.8*	37	41	56	-57*	3.1*
COc1ccc2c(c1)CC/C(=C\c1cnccc1OC)C2=O	112	91	89	92	91	96	103	86

Ordered by heavy-atom count (descending): some entries from above
SMILES	CCRF-CEM	HOP-62	RPMI-8226	EKVX	A549/ATCC	HOP-92	M14	MOLT-4
COC(=O)[C@]1(C)CCC[C@]2(C)[C@H]3C[C@H]4C(C(C)C)=C[C@]3(CC[C@H]21)[C@H]1[C@@H]4[C@@H](OCCc2noc(C)n2)CC[C@@H]1OCCc1noc(C)n1	88	89	72	68	79	89	88	62
CNC(=O)c1cccc(N2CCc3c2ccc(NC(=O)Nc2ccc(N4CCN(C)CC4)c(C(F)(F)F)c2)c3F)c1	-42*	-80*	-41*	-87*	-86*	-83*	-93*	/
CC(C)CCC[C@@H](C)[C@H]1CC[C@H]2[C@@H]3CC=C4c5sc(NCCCN6CCOCC6)nc5CC[C@]4(C)[C@H]3CC[C@]12C	106	89	106	98	115	101	112	106
COc1cc(C(=O)n2nc(C)cc2C)c(N2C(=O)/C(=C/c3ccccc3)N=C2c2ccccc2)cc1OC	/	101	70	/	95	/	107	75
Cn1c(=O)n(CCCO)c(=O)c2c1nc(Oc1cccc(OC(F)(F)F)c1)n2Cc1ccc(Cl)cc1	65	96	56	79	59	61	96	56
CCOC(=O)C1=C(N)N(c2ccc(C)cc2)C2=C(C(=O)CC(C)(C)C2)C1c1ccc([N+](=O)[O-])cc1 (configuration not stated)	105	105	99	100	108	119	96	103
Nc1c(C(=O)Nc2ccc(F)cc2)sc2nc(-c3cnccn3)cc(-c3cccs3)c12	108	104	110	92	104	102	111	97
COc1cc(/C=C/C(=O)c2nc3cc(F)ccc3nc2C)cc(OC)c1OC	-4.9*	106	-4.1*	201	65	49	73	-19*
CCN(CCNc1ccc(C)c2sc3cc(Cl)ccc3c(=O)c12)CC(C)O (configuration not stated)	37	76	-23*	89	35	30	-51*	35
N/C(=N\c1nc2ccc([N+](=O)[O-])cc2s1)NC(=O)Nc1ccccc1Cl	75	51	61	58	9.9*	17	63	84
O=C(NCc1ccc2c(c1)OCO2)c1cccc(-c2ccncc2)c1	98	98	84	87	95	105	111	94
CCOC(=O)N1CCN(CCCCCOc2ccc(Cl)cc2)CC1	96	93	84	96	76	79	91	88
COc1ccc(-c2n[nH]c(=O)nc2-c2ccc(OC)cc2)cc1	98	93	95	110	96	85	100	80
C[C@@H](C[C@H](CCO)c1ccoc1)c1ccc2ccccc2c1	95	96	94	90	88	113	99	86
COC(=O)c1ccc(N=NN(C)COC(C)=O)cc1	100	99	107	99	99	99	94	103
CCN(Cc1ccccc1)c1ccc(C=O)cc1	46	108	90	106	98	82	102	97
O=[N+]([O-])c1cc2ncccc2c2ncccc12	75	137	83	/	88	109	84	61
CC(=O)Cc1ccc([N+](=O)[O-])cc1[N+](=O)[O-]	106	98	105	104	112	106	113	103
Nc1ncn(C(=S)Nc2ccccc2)n1	76	99	93	117	111	98	100	97
CC(=O)n1c(N)nc2ccccc21	106	110	104	100	102	/	96	102
Cc1c(C)c(C)c(Br)c(C)c1C	100	99	102	108	111	99	/	87
NNCCc1ccccc1	106&91	103&104	110&95	86&101	90&108	102&83	96&101	96&104
O=c1cccc(O)[nH]1	103&107	104&98	102&117	107&97	104&98	84&91	106&94	97&97
